# Source: PubChem BioAssay
# GPR55 LPI antagonism – GPR55 antagonists blocking LPI-driven arrestin recruitment, primary screen, imaging, U2OS, beta-arrestin-GFP, LPI agonist (AID 2013); G-protein coupled receptor 55 (Homo sapiens); U2OS GPR55 beta-arrestin-GFP translocation imaging, LPI antagonism; higher % means a stronger effect; inhibition, % at 10 µM, or IC50 in µM where a hit was titrated; 0.13% of 290,000 active;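 active means spots per cell inhibited over 60%, with over 100 cells counted and total cytoplasm intensity under 500,000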;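 further: U2OS cells stably carrying GPR55 and arrestin-GFP stimulated by 5 µM LPI near EC80; imaged beta-arrestin-GFP aggregate spots per cell after agonist stimulation; plate controls were LPI-stimulated DMSO wells for no effect and DMSO wells without LPI for full effect; some results filed as inactive read as strong as hits; confirmed hits need IC50 under 10 µM and bright autofluorescent wells are also inconclusive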
# T cell modulator – modulators of CD8 T cell-vesicle binding, primary screen, mouse 2C CD8+ T cells, flow cytometry | calls only at 7 µM | 0.068% of 330,000 active | 2C CD8+ T cell-vesicle binding; stronger effect = lower value;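 active means response, share of CD8 T cells binding vesicles, and their 90th percentile fluorescence all below set limits, cut at about 80% in these data, passing the limit was not always enough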
#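 Assay system: 2C TCR transgenic mouse naive CD8+ T cells, MACS-purified | Read-out: CD8+ gate FL2 mean fluorescence as % of same-row positive control | Signal: High-throughput flow cytometry with anti-B7-1 and anti-CD8 staining | Timing: Binding step 1.5 h, 37 °C, antibody labelling 20 min, ice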
# LYP phosphatase – inhibitors of LYP phosphatase, biochemical, fluorescence intensity, uHTS (AID 1779); Tyrosine-protein phosphatase non-receptor type 22 (Homo sapiens); recombinant LYP phosphatase, fluorescence intensity; higher % means a stronger effect; inhibition, % at 11.5 µM; hits with a dose series show IC50 in µM; 0.054% of 290,000 active; in the data active means inhibition above about 50%;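 further: plate controls were vehicle with enzyme for no effect and no enzyme for full effect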
# GPR55 beta-arrestin – GPR55 agonists via beta-arrestin recruitment, primary screen, imaging, U2OS cells, beta-arrestin-GFP redistribution (AID 1961) | G-protein coupled receptor 55 (Homo sapiens) | U2OS GPR55 beta-arrestin-GFP redistribution imaging; higher % means a stronger effect | one-dose activation, % at 10 µM; EC50 in µM for titrated hits | 0.048% of 290,000 active;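 active means activation above 40% with more than 50 cells counted in the well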;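 further: U2OS osteosarcoma cells stably expressing GPR55 and beta-arrestin-GFP; plate controls were DMSO negative control for no effect and LPI positive control for full effect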
# NTR1 ag – agonists of NTR1, primary screen, imaging, U2OS cells, beta-arrestin-GFP, high content (AID 493036) | Neurotensin receptor type 1 (Homo sapiens), P30989 | NTR1-U2OS beta-arrestin-GFP spot imaging, agonist mode | activation, % at 20 µM | 0.17% of 330,000 active;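 active means activation at or above 40% of the spot to cytoplasm intensity ratio, with at least 20 cells analyzed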;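 further: 0% = DMSO without peptide and 100% = 100 nM NTR1 peptide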
# Target sequence (P30989 whole entry, looked up): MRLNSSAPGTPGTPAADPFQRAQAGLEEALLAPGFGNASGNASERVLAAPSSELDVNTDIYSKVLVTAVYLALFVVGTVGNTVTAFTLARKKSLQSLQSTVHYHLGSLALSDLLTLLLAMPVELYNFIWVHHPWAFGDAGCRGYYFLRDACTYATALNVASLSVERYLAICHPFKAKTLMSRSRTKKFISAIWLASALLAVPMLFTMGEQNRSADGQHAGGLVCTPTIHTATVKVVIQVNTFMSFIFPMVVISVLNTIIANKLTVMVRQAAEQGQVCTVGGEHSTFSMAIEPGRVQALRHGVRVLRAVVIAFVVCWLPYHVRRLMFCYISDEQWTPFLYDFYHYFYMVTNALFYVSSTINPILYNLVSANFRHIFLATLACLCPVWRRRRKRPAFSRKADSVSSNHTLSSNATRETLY
# Large T inhibition – SV40 large T antigen inhibitors, biochemical (AID 1903). 0.39% of 310,000 active. one-dose inhibition, % at 20 µM; IC50 in µM for titrated hits. SV40 large T antigen ATPase/helicase inhibition assay; higher % means a stronger effect; in the data active means a potency from the dose series; further: strong numbers were not always called active
# GPR35 arrestin U2OS – GPR35 antagonists blocking zaprinast-driven arrestin recruitment, primary screen, imaging, U2OS, beta-arrestin-GFP, zaprinast agonist (AID 2058); G-protein coupled receptor 35 (Homo sapiens); 0.052% of 290,000 active; inhibition, % at 10 µM; hits with a dose series show IC50 in µM; U2OS GPR35 beta-arrestin-GFP translocation imaging, zaprinast antagonism; higher % means a stronger effect;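 active means inhibition of at least 50% with at least 30 cells and total cytoplasm GFP at most 10,000,000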
# Lipid droplet – inhibitors of hepatocyte lipid droplet formation, primary screen, imaging, high-throughput imaging, BODIPY stain; inhibition, % at 6.5 µM; AML12 mouse hepatocytes, oleate lipid droplets; 0.4% of 240,000 active;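 active means lipid droplet intensity inhibited by at least 50%, with more than 500 cells counted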
#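 Assay system: AML12 mouse liver cells | Compound: 6.5 µM single-point dosing | Schedule: Overnight exposure | Technique: Fluorescence imaging, 20x objective, two fields per well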
# Rac1 GTP hydrolysis – MgcRacGAP GTPase-activating activity inhibitors, confirmation, biochemical, ADP Hunter fluorescence; Rac GTPase-activating protein 1 (Homo sapiens); MgcRacGAP-stimulated Rac1 GTP hydrolysis, ADP Hunter fluorescence; higher % means a stronger effect; GST-tagged Rac1 F28L mutant substrate; inhibition, % at 30 µM, or IC50 in µM where a hit was titrated; 0.6% of 340,000 active;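 active means first-screen hits whose inhibition reached a set limit at any dose in the follow-up dose series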;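 further: fluorescence reports GDP produced by GAP-driven GTP hydrolysis; strong numbers were not always called active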
# Lipid droplet cells 6.5 µM – recorded beside Lipid droplet, whose call it bears; cell count; measured here: cell count, cytotoxicity flag;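 cells counted across two imaged fields per well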
# T cell modulator vesicle-bound % – second read-out of T cell modulator, no call of its own (marks repeat the call); double positive events, %; measured here: CD8+ vesicle-bound cell fraction;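 binding gate set so that unloaded-vesicle control wells show 10% double positive cells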
# NTR1 ag cell count 20 µM – also measured in NTR1 ag; calls as there; cell count; measured here: cell count, cytotoxicity flag
# * hit, by the source's call; i = inactive; / = not tested or not shown; & = joins results of further samples. These rows are one share of the data, so the mix of outcomes need not match the whole.
SMILES,GPR55 LPI antagonism,T cell modulator,T cell modulator vesicle-bound %,LYP phosphatase,GPR55 beta-arrestin,NTR1 ag,NTR1 ag cell count 20 µM,Large T inhibition,GPR35 arrestin U2OS,Lipid droplet,Lipid droplet cells 6.5 µM,Rac1 GTP hydrolysis
NCC(CC(=O)O)c1ccc(Cl)cc1 (stereo unspecified),7%,i,52,-3%,-0.1%,0.7,55,17%,4%,0,732,4%
COc1ccccc1CN1CCN(C(=O)COc2ccc3ccccc3c2)CC1,15%,i,12,-13%,-0.2%,1.0,45,19%,12%,-26,713,29%
CCN(CC)CCCNC(=O)c1c(O)c2ccccc2n(Cc2ccccc2)c1=O,-12%,i,20,-5%,0.0%,1.9,57,6%,12%,/,/,5%
COC(=O)N1CCN(C(=O)Cc2ccc(Cl)c(Cl)c2)C(CN2CCCC2)C1 (stereo unspecified),5%,i,29,-5%,-0.5%,0.2,65,4%&4%,-21%,26,714,/
C[C@H]1CC[C@@H]2N(C1)C[C@H]1[C@@H]3C[C@H]4[C@@H](CC(=O)[C@H]5C[C@@H](O)CC[C@@]54C)[C@@H]3CC[C@H]1[C@]2(C)O,11%,i,33,-6%,-0.3%,0.1,94,7%,-10%,-7,790,/

# Not a retest: an excerpt of the list.
SMILES,GPR55 LPI antagonism,T cell modulator,T cell modulator vesicle-bound %,LYP phosphatase,GPR55 beta-arrestin,NTR1 ag,NTR1 ag cell count 20 µM,Large T inhibition,GPR35 arrestin U2OS,Lipid droplet,Lipid droplet cells 6.5 µM,Rac1 GTP hydrolysis
NCC(CC(=O)O)c1ccc(Cl)cc1 (stereo unspecified),7%,i,52,-3%,-0.1%,0.7,55,17%,4%,0,732,4%
COc1ccccc1CN1CCN(C(=O)COc2ccc3ccccc3c2)CC1,15%,i,12,-13%,-0.2%,1.0,45,19%,12%,-26,713,29%

# Record cards (already shown). Screens in order: GPR55 LPI antagonism, T cell modulator, T cell modulator vesicle-bound %, LYP phosphatase, GPR55 beta-arrestin, NTR1 ag, NTR1 ag cell count 20 µM, Large T inhibition, GPR35 arrestin U2OS, Lipid droplet, Lipid droplet cells 6.5 µM, Rac1 GTP hydrolysis
# `NCC(CC(=O)O)c1ccc(Cl)cc1` (stereo unspecified) as listed: 7%, i, 52, -3%, -0.1%, 0.7, 55, 17%, 4%, 0, 732, 4%
# `C[C@H]1CC[C@@H]2N(C1)C[C@H]1[C@@H]3C[C@H]4[C@@H](CC(=O)[C@H]5C[C@@H](O)CC[C@@]54C)[C@@H]3CC[C@H]1[C@]2(C)O` as listed: 11%, i, 33, -6%, -0.3%, 0.1, 94, 7%, -10%, -7, 790, /

# Looked up above.
# For GPR55 beta-arrestin, COc1ccccc1CN1CCN(C(=O)COc2ccc3ccccc3c2)CC1 shows -0.2%
# For GPR55 LPI antagonism, CCN(CC)CCCNC(=O)c1c(O)c2ccccc2n(Cc2ccccc2)c1=O shows -12%
